# Screening results (PubChem BioAssay)
# Fh CTSL1 inh: blocks F. hepatica cathepsin L1 in PFM18AAP counter-screen; recombinant F. hepatica cathepsin L1, Z-Leu-Arg-MCA fluorescence; inhibition, % at 5.96 µM; 0.49% of 300,000 active; AID 1906;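 active = inhibition above the mean of all tested compounds plus 3 SD, set per screening campaign, cut at about 17% in these data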;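 note: 0% = plate median of test compound wells and 100% = 1 µM Z-Phe-Ala-diazomethylketone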
# TPT1 inhibitor: blocks Candida albicans tRNA 2'-phosphotransferase. recombinant caTPT1, FP RNA substrate dephosphorylation. inhibition, % at 5 µM. 0.81% of 300,000 active. AID 1962;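 active = inhibition above the mean of all tested compounds plus 3 SD, set per screening campaign, cut at about 24% in these data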;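 note: plate controls were DMSO alone for no effect and ferristatin control at 100 nM for full effect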
# JMJD2C inh: blocks human GASC-1 demethylase activity | inhibition, % at 2.35 µM | 0.069% of 330,000 active | GST-JMJD2C(1-420) H3K9me3 demethylation, DELFIA europium;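 active = more than half of a compound's replicate wells show inhibition beyond 50%, single wells judged on their own value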;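 note: signal counts dimethyl H3K9 product captured on neutravidin plate; 0% = median of DMSO wells and 100% = 0.3 times that DMSO median; strong numbers were not always called active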
# Target sequence (Q9H3R0 1-420 limits assumed): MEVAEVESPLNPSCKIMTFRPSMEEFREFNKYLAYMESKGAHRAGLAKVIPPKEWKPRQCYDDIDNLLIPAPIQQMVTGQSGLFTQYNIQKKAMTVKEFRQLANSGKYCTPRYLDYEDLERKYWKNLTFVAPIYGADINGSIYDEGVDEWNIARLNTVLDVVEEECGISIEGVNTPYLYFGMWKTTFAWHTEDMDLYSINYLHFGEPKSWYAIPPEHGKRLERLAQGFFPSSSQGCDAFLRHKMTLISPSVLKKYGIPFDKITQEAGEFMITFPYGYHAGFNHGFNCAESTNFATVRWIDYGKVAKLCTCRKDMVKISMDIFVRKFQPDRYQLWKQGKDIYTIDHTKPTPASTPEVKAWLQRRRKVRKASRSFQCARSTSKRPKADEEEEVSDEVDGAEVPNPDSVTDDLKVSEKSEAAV
# PP5 primary: blocks human protein phosphatase 5 activity | purified PP5c, OMFP substrate fluorescence | AID 1987 | inhibition, % at 6.7 µM | P53041 | 0.18% of 320,000 active;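 active = inhibition above the campaign's mean inhibition across all tested compounds plus 3 SD, cut at about 9.5% in these data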;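 note: 0% = DMSO only and 100% = 100 µM cantharidin control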
# Target sequence (P53041 whole entry, looked up): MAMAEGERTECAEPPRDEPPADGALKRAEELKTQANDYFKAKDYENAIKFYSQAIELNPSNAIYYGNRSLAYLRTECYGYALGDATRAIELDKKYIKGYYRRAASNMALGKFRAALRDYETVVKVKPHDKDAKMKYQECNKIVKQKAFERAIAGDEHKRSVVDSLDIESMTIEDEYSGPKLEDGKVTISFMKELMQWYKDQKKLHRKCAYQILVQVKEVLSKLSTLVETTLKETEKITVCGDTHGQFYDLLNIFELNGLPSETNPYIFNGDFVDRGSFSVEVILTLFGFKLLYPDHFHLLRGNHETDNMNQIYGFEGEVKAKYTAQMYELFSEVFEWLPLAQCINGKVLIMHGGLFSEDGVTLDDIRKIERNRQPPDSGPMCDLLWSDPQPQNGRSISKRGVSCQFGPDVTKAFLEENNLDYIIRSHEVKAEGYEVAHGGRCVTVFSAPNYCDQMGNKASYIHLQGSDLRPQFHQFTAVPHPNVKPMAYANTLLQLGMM
# PREPL inh: inhibitors of human prolyl oligopeptidase-like enzyme PREPL; Q4J6C6; recombinant PREPL, fluorescence polarization activity-based probe; inhibition, % at 5.96 µM; 0.68% of 320,000 active; AID 2751; in the data active = inhibition above about 43%;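 note: 0% = enzyme with DMSO and 100% = wells lacking enzyme; many of its hits are not listed in these tables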
# Efflux pump mplx: inhibitors of Candida antifungal efflux pumps expressed in yeast. S. cerevisiae Candida pump triplex, Nile Red efflux. inhibition, % at 10 µM. 0.44% of 330,000 active. AID 485275;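 active = plate passing quality check with inhibition over a set limit, or well fluorescence over plate mean plus 4 SD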;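 note: Nile Red retained in pooled yeast measured as flow cytometry median fluorescence; 0% = buffer negative control and 100% = Enniatin B positive control; higher means more Nile Red kept so more efflux inhibition; some compounds called inactive have numbers as strong as hits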
# HCV core dimer: HCV core protein dimerization inhibition. AID 1899. 0.33% of 300,000 active. inhibition, % at 5 µM. TR-FRET GST/Flag-core106 dimerization, 1536-well;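 active = inhibition above the mean of all tested compounds plus 3 SD, set per screening campaign, cut at about 45% in these data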
#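 Assay system – GST-tagged and Flag-tagged HCV core protein residues 1-106 · Quantity – core106 proteins, GST 13.5 nM and Flag 17 nM · Benchmarks – unlabelled core106 and no-GST-core106 wells · Read-out basis – percent inhibition of core106 dimerization signal · Detection – time-resolved FRET, ex 340 nm, em 617 and 671 nm · Schedule – 4 h at 22.5 °C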
# LYPLA2 inh: LYPLA2 (human) inhibition in PME1 counter-screen; inhibition, % at 5.9 µM; AID 2177; recombinant LYPLA2, FP-Rh probe fluorescence polarization; 0.38% of 320,000 active;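 active = inhibition above the screen-wide mean plus 3 SD, limit set per campaign, cut at about 26% in these data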;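 note: 0% = LYPLA2 with DMSO and 100% = wells lacking LYPLA2 enzyme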
# PP1 inh: counter-screen for PP5 inhibitors: inhibitors of human PP1-alpha | 0.9% of 320,000 active | inhibition, % at 6.7 µM | AID 2235 | purified PP1alpha, OMFP fluorescence;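 active = inhibition above the mean inhibition of all tested compounds plus 3 SD, computed separately for each screening campaign, cut at about 15% in these data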
# Numbers without * were called inactive; · = no result given. This is a subset; the hit share may differ from the screen's.
SMILES,Fh CTSL1 inh,TPT1 inhibitor,JMJD2C inh,PP5 primary,PREPL inh,Efflux pump mplx,HCV core dimer,LYPLA2 inh,PP1 inh
O=C(Nc1ccc(Cl)cc1)c1ccc2snnc2c1,1.7,0.8,3.7,4.2,-19.1,0.6,-2.7,-2.2,-1.5
O=C(CSc1nc2[nH]ncc2c(=O)[nH]1)c1ccccc1,-9.1,1.3,3.1,-0.5,-2.0,0.1,0.0,0.0,0.9
O=C(Nc1nc(-c2cc(F)ccc2F)cs1)c1cccc(N2C(=O)CCC2=O)c1,1.2,0.6,1.9,3.2,-6.8,0.1,0.8,-14.0,-2.2
CCOC(=O)c1c(NC(C)=O)sc2c(OCC(O)CN(CC)CC)c(Br)ccc12 (stereo not given),4.9,-2.3,-5.6,3.5,-32.5,-0.2,-7.7,-1.6,1.7
CCC(c1nnc(SCC(=O)Nc2c(F)cccc2F)n1Cc1ccccc1)N(C)C (stereo not given),-3.5,-1.7,-23.4,0.9,14.6,0.0,6.7,-1.5,-0.3
Cc1ccc(NC(=O)COC(=O)CN2C(=O)NC3(CCCC3)C2=O)cc1F,·,·,4.2,1.4,12.3,0.1,·,-0.9,1.7
O=C(O)c1ccc(Nc2nc3ccc(Cl)cc3[nH]2)cc1,-0.6,2.9,2.8,2.1,3.5,0.1,-9.7,0.1,3.6
O=C1c2ccccc2C(=O)N1CCCCSc1nc2ccccc2c(=O)n1CCCN1CCOCC1,0.5,-3.4,2.6,1.8,1.0,0.1,-1.1,0.1,-3.9
COc1ccc2c(c1)CCC1=C2NC(=S)NC1c1ccc(N(C)C)cc1 (stereo not given),-3.0,-1.7,-0.3,-1.4,33.7,0.0,18.0,3.7,-1.6
CC1CN=C(N(C(=O)Nc2ccccc2)c2ccc(F)cc2)S1 (stereo not given),-4.7,-3.1,12.0,3.4,4.6,0.2,4.9,-1.3,-8.2
Nn1c(SCC(=O)NC2CCS(=O)(=O)C2)nnc1-c1cccs1 (stereo not given),-4.7,0.7,2.1,-0.1,-3.4,0.0,0.1,1.5,-1.5
CN(C)C(=O)CSc1n[nH]c(-c2ccco2)n1,5.5,-0.7,8.0,-0.7,-0.7,0.0,-4.9,3.8,0.1
CCSc1nc2c(c(=O)[nH]c(=O)n2C)n1CC(O)COc1ccccc1C (stereo not given),-0.3,1.9,-1.0,-0.8,8.2,-0.1,-3.2,1.9,-2.7
Cc1ccc(-n2c(Cc3cccn3C)nnc2SCC(=O)Nc2cc(C)on2)cc1,4.1,0.3,5.5,-0.5,14.5,0.1,4.6,-1.9,-9.1
O=C(CSc1ncn(-c2ccccc2)n1)Nc1ccc2c(c1)OCO2,1.2,-0.5,-17.1,0.9,-34.8,0.1,16.0,2.0,-1.8
CCc1ccc(NC(=O)C(=O)NCCN2CCN(S(=O)(=O)c3ccccc3)CC2)cc1,-1.0,-2.7,-3.5,2.5,-7.1,0.4,-0.5,2.6,0.4
COc1ccc(CCNC(=O)c2cc(CC(C)C)on2)cc1OC,1.3,-2.7,11.3,-2.9,-0.5,-0.1,16.8,14.2,5.0
O=C(Nc1c2c(nn1-c1cccc(Cl)c1)CS(=O)(=O)C2)c1cccs1,-2.6,-1.0,-2.3,1.8,11.9,0.2,-6.2,3.3,0.9
[O-][N+]1=C2CCC/C(=N\O)C2=NC12CCCCC2,0.1,-4.3,3.2,1.2,-0.6,0.0,-12.6,-3.2,2.3
CCOC1=NN(c2ccc(Cl)cc2)C(=O)/C1=C\N(C)C,-3.1,2.5,-1.6,0.6,2.6,-0.1,7.9,10.5,2.1
Cc1csc(NC(=O)c2ccco2)n1,2.3,7.2,16.4,1.1,3.9,0.1,-0.9,-1.2,1.5
COc1ccc(CN2CCN(Cc3ccco3)CC2)cc1OC,1.5,-0.4,7.7,1.1,-12.0,0.0,7.3,7.7,-2.7
O=C(Nc1cccc(O)c1)c1ccccc1,1.5,-0.9,-17.2,0.0,10.8,-0.1,-1.1,5.3,-3.6
CCOC(=O)c1c(C)[nH]c(C(=O)/C(C#N)=C/c2ccc(OC)c(OC)c2)c1C,0.0,1.0,2.0,1.7,1.7,0.0,9.4,-3.6,2.8
COc1ccc(CSc2nc3ccccc3c(=O)[nH]2)cc1F,-2.7,-1.1,-17.3,-2.0,-7.3,0.0,1.7,-5.2,-1.3
O=C1c2ccccc2NC(c2ccccc2)N1CCCN1CCOCC1 (stereo not given),-2.7,-0.2,-4.5,1.6,-14.6,0.0,-1.2,-1.3,-5.2
CCCCC(=O)NC(=S)Nc1nnn(CCC)n1,-3.1,0.3,8.7,-1.0,-4.3,0.1,-7.6,-2.2,-1.8
CCOC(=O)c1c(C)[nH]c(C(=O)Nc2ccc(NC(C)=O)cc2)c1C,4.5,-0.2,-7.1,-0.7,4.2,0.1,-0.4,1.9,-0.1
CC(=O)Nc1ccc(SCCN2CC[C@@H](C(C)(C)C)CCC2=O)cc1,·,·,2.2,-1.0,3.1,-0.1,·,8.6,3.2
CCN(CC)S(=O)(=O)c1cc(Br)ccc1OC,-7.3,-3.0,-5.1,3.0,8.9,0.2,-1.8,10.8,3.2
CCN(Cc1nc2cc(Cl)ccc2c(=O)[nH]1)C(=O)c1cccc(OCc2c(C)noc2C)c1,·,·,6.4,2.8,10.1,1.6*,·,9.1,4.8
COC(=O)/C(C#N)=C(/Nc1ccc(F)c(Cl)c1)C(F)(F)F,-0.2,-3.6,3.0,1.3,-0.1,-0.2,8.1,-3.2,-1.6
O=C(N/N=C/C=C\c1cccc([N+](=O)[O-])c1)c1ccccn1,4.1,2.6,-8.6,5.7,11.1,0.2,-17.6,-0.5,-3.0
Cc1cc(C)n(-c2nc3ccccc3c3nc(C)nn23)n1,-2.9,0.3,-4.5,-3.2,0.7,0.1,1.1,-0.6,-1.9
CCCCCC(=O)Nc1cc(S(=O)(=O)N2CCOCC2)ccc1N1CCCCC1,5.2,1.3,5.9,-0.2,1.9,0.0,2.0,2.2,-1.4
CC(=O)c1cccc(NC(=O)c2onc(C)c2Cl)c1,0.2,0.4,17.6,0.9,-5.0,0.0,0.2,-0.5,2.0
O=C1NC(=O)C(CC(=O)N(Cc2ccco2)C2(C(=O)NC3CCCC3)CCCCC2)N1 (stereo not given),-0.6,1.1,-1.4,-0.2,15.8,0.2,1.5,2.1,-1.9
Cc1c(C(=O)O)cccc1-n1c(C)cc(/C=N/Nc2ccc([N+](=O)[O-])cn2)c1C,4.7,27.8*,-6.2,2.3,18.5,0.0,-1.8,11.1,1.8
Cc1cc(N)n(-c2ncnc3scc(-c4ccccc4)c23)n1,-1.0,-2.5,9.9,1.4,-8.1,0.0,10.2,-1.3,2.5
Cc1ccc(C)c(N2CCN(C(=S)NC3CCCCC3)CC2)c1,-2.0,-5.1,-3.6,0.1,2.2,0.0,-2.8,-2.1,-4.0

# An excerpt from above in order of count of non-hydrogen atoms, low to high:
SMILES,Fh CTSL1 inh,TPT1 inhibitor,JMJD2C inh,PP5 primary,PREPL inh,Efflux pump mplx,HCV core dimer,LYPLA2 inh,PP1 inh
Cc1csc(NC(=O)c2ccco2)n1,2.3,7.2,16.4,1.1,3.9,0.1,-0.9,-1.2,1.5
COc1ccc(CSc2nc3ccccc3c(=O)[nH]2)cc1F,-2.7,-1.1,-17.3,-2.0,-7.3,0.0,1.7,-5.2,-1.3
CC(=O)Nc1ccc(SCCN2CC[C@@H](C(C)(C)C)CCC2=O)cc1,·,·,2.2,-1.0,3.1,-0.1,·,8.6,3.2
CCCCCC(=O)Nc1cc(S(=O)(=O)N2CCOCC2)ccc1N1CCCCC1,5.2,1.3,5.9,-0.2,1.9,0.0,2.0,2.2,-1.4

# Other records:
SMILES,Fh CTSL1 inh,TPT1 inhibitor,JMJD2C inh,PP5 primary,PREPL inh,Efflux pump mplx,HCV core dimer,LYPLA2 inh,PP1 inh
O=C(Nc1ccc2c(c1)CCC2)C1CCN(c2ncccn2)CC1,2.7,-1.1,-3.1,-1.1,4.9,0.1,-3.9,-0.1,-2.8
CC(C)c1ccc(-n2cccc2/C=C2/C(=N)N3C=CSC3=NC2=O)cc1,4.8,10.1,3.7,2.0,-3.6,0.2,22.0,-7.3,5.3
O=C(Nc1ccc(F)cc1)C1CC(=O)n2c(nc3ccccc32)N1 (stereo not given),-1.7,2.4,-2.9,1.2,-7.1,0.1,13.7,-4.8,-2.0
CCCCn1c(N)c(N(CCOC)C(=O)c2ccc(S(=O)(=O)N3CCC(C)CC3)cc2)c(=O)[nH]c1=O,0.3,-3.0,6.4,0.0,-5.8,-0.1,-4.8,-3.6,-1.8
O=C(COC(=O)c1cncc(Br)c1)Nc1nc(-c2ccc(F)cc2)cs1,-8.4,4.2,5.1,1.5,-8.1,0.2,11.7,-1.7,-3.8
Cc1nc(C)c(C(=O)NCc2ccccc2Cl)o1,-0.7,3.0,7.2,-0.3,4.7,0.0,2.3,0.9,-3.2
CCOc1cc(C(=S)N2CCC(O)CC2)ccc1OS(=O)(=O)c1ccc(Br)cc1,-5.1,4.4,194.4,6.0,25.6,0.3,5.2,0.1,-0.9
CCOc1ccccc1N1CCN(Cc2cc3c(cc2[N+](=O)[O-])OCO3)CC1,-1.3,-1.9,-20.2,1.7,-2.6,0.1,10.4,-3.5,3.6
CC(=O)c1ccc(N2CCN(C(=O)C3CCN(S(=O)(=O)c4cccs4)CC3)CC2)cc1,-1.8,-1.1,11.8,3.8,11.5,-0.2,2.5,28.7*,0.9
O=C(COC(=O)c1c2c(nc3ccccc13)CCCC2)c1ccc(Br)s1,1.1,-5.8,3.9,2.8,9.8,-0.1,-51.2,-7.0,2.9
Clc1ccc(-c2nc(-c3ccccn3)no2)cc1Cl,3.0,1.7,0.9,1.1,-2.7,0.0,-2.0,-0.8,-0.6
Nc1cc2c(cc1[N+](=O)[O-])OCCO2,5.3,1.9,5.5,4.3,11.9,-0.2,-15.6,4.7,6.5
CC(C)CN1C(=O)CC(Sc2ccccc2C(=O)O)C1=O (stereo not given),-4.3,-0.7,-3.2,1.9,11.4,0.0,-5.5,3.1,1.5
O=C(c1cccs1)N1CCN(Cc2ccc3c(c2)OCO3)CC1,2.5,-2.3,-11.9,-0.2,7.7,-0.1,-0.3,1.9,-1.9
CCc1nnc(NC(=O)C2=NN(C3CCS(=O)(=O)C3)C(=O)CC2)s1 (stereo not given),-1.2,1.0,2.9,-2.2,-0.6,-0.1,-3.1,-4.3,-9.6
CCN(CC)Cc1c(O)ccc2c1O/C(=C\C=C\c1ccccc1)C2=O,2.1,11.8,-1.8,4.3,17.3,0.5,4.5,-1.8,-8.4
CC(C(=O)Nc1ccc(O)cc1)c1cccc(C(=O)c2ccccc2)c1 (stereo not given),1.3,-1.1,-4.8,0.7,24.1,-0.1,3.6,-3.6,-1.8
Cc1cc(C)cc(NC(=O)COC(=O)CCn2c(C)csc2=O)c1,·,·,1.8,2.1,6.7,0.7,·,4.5,4.1
CC(=O)Nc1ccc(-c2nnn(CC(=O)Nc3ccc4c(c3)OCO4)n2)cc1Cl,-1.8,-2.7,5.7,1.5,-6.6,0.0,0.8,-16.2,-2.0
N#Cc1c(N)c(C#N)c(-c2ccc3c(c2)OCO3)c2c1CCCC2,-0.2,1.3,0.7,1.6,15.6,-0.2,9.9,2.4,-5.6
